FAS-TE inh: FAS thioesterase domain inhibitors, primary screen, biochemical, fluorescence intensity, uHTS | 0.67% of 360,000 active | recombinant FAS-TE, OMFH fluorogenic substrate, fluorescence endpoint | inhibition, % at 15 µM | Fatty acid synthase (Homo sapiens), P49327;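 active = compounds whose normalised, plate-corrected inhibition of enzyme fluorescence in the single-dose primary screen is 50% or more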;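 note: 0% = DMSO with enzyme and 100% = substrate without enzyme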
PABP1 MLLE inh: inhibitors of PABP1 MLLE–PAM2 peptide binding, primary screen, biochemical, fluorescence polarization, FITC-PAM2, GST-MLLE. 0.36% of 360,000 active. inhibition, % at 20 µM. AID 588489, 2011. Polyadenylate-binding protein 1 (Homo sapiens), P11940; in the data active = inhibition above about 35%, passing the limit was not always enough;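 note: plate controls were DMSO wells with GST-MLLE for no effect and wells lacking GST-MLLE protein for full effect; some results filed as inactive read as strong as hits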
MT1-MMP act inh: blockers of MT1-MMP proenzyme processing, primary screen, HT1080 RFP-PRO-GFP cells, GFP/RFP fluorescence | Matrix metalloproteinase-14 (Homo sapiens), P50281 | GFP/RFP ratio fluorescence, overnight; percent of plate control window, DMSO zero | GFP/RFP ratio change, % at 20 µM | 0.061% of 360,000 active;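 active = GFP/RFP ratio change of at least 30% with cell ATP level not reduced by more than half and red fluorescence within 50% of control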; note: strong numbers were not always called active
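Material – HT1080 RFP-PRO-GFP cells · Control set – DMSO wells and RFP-L50D-GFP cells · Incubation – overnight cell settling, then overnight compound exposure, 37 °C, 5% CO2 · Compound dosing – single-point 20 µM compound, 1% DMSO · Read-out – GFP/RFP fluorescence ratio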
Rpn11 inh: Rpn11 (PSMD14) deubiquitinase inhibitors, primary screen, biochemical, fluorescence polarization, uHTS. 0.59% of 360,000 active. human 26S proteasome, Ub4-pepOG fluorescence polarization; 20S core pre-blocked with epoxomicin. 26S proteasome non-ATPase regulatory subunit 14 (Homo sapiens), O00487. AID 588493, 2011. calls only at 20 µM;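 active = inhibition at 20 µM, scaled to each plate's controls, above about 33%, limit read from the data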
Target sequence (O00487 whole entry, looked up): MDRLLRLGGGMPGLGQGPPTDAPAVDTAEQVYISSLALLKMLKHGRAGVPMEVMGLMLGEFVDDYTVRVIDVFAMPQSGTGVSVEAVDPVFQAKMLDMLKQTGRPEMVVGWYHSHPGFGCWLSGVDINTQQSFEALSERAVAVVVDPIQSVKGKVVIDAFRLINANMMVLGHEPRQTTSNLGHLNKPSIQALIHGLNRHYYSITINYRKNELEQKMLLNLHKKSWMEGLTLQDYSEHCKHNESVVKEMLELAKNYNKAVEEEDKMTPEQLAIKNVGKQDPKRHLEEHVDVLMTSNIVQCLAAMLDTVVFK
Rin1-Abl PPI inh: inhibitors of Rin1-Abl protein binding, primary screen, biochemical, TR-FRET. Tyrosine-protein kinase ABL1 (Homo sapiens) + Ras and Rab interactor 1 (Homo sapiens), …. 0.4% of 360,000 active. inhibition, % at 7.35 µM; in the data active = inhibition above about 5%, passing the limit was not always enough
NadD inh: inhibitors of S. aureus NadD, primary screen, biochemical, colorimetric, uHTS. Nicotinate-nucleotide adenylyltransferase NadD (Staphylococcus aureus N315). purified NadD enzyme, colorimetric absorbance read-out. inhibition, % at 20 µM. 0.78% of 360,000 active; in the data active = inhibition above about 26%; note: some compounds past the cut are filed as inactive
Neddylation inh: inhibitors of cullin neddylation, primary screen, biochemical, TR-FRET, uHTS, NAE and Ubc12; NEDD8-conjugating enzyme Ubc12 (Homo sapiens) + NEDD8-activating enzyme E1 regulatory …; calls only at 25 µM; 0.58% of 360,000 active; AID 651699, 2012; in the data active = inhibition above about 36%
CSN inh: inhibitors of CSN-mediated cullin deneddylation, primary screen, biochemical, fluorescence polarization, uHTS; Purified CSN, SCF-Nedd8-OG deneddylation; inhibition, % at 12.5 µM; 0.38% of 360,000 active;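 active = pattern-corrected inhibition above about 35%, with an unprinted fluorescence ratio check between 0.5 and 1.5, limit read from the data, passing the limit was not always enough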;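 note: 0% = enzyme with substrate and 100% = substrate without enzyme; some results filed as inactive read as strong as hits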
Target sequence (Q92905 whole entry, looked up, one chain of several): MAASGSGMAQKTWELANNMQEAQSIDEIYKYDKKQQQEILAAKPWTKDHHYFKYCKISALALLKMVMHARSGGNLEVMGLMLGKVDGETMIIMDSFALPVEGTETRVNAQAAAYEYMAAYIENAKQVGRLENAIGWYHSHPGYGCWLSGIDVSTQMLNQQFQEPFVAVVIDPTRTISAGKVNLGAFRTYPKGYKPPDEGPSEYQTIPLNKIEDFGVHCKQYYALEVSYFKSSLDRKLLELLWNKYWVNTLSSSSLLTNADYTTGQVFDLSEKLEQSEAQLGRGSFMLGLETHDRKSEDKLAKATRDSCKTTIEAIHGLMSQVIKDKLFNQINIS
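Assay system: HEK293T-derived human Csn5 enzyme; quantity: 0.24 nM enzyme; medium: Tris/NaCl/DTT buffer, pH 7.5; also added: substrate SCFSkp2-Nedd8OG, 10 nM; doses: 12.5 µM compound; schedule: 90 min reaction at room temperature; signal: FP; read-out: % inhibition of substrate cleavage by Csn5; benchmarks: substrate-only high control, full reaction low control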
SKN-1 block: suppressors of acrylamide-induced Pgst-4::GFP reporter in worms, primary screen, SKN-1 inhibitor project, whole organism, uHTS, GFP/RFP fluorescence ratio, strain VP596; C. elegans VP596 Pgst-4::GFP/RFP ratio, 24 h; inhibition, % at 21.8 µM; AID 624304, 2012; 0.49% of 360,000 active;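 active = interference check ratio from 0.5 to 1.5 plus GFP to RFP signal ratio inhibition reaching or exceeding a fixed threshold, cut at about 30% in these data, passing the limit was not always enough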; note: some compounds called inactive have numbers as strong as hits
Starred values were filed as active, the others as inactive; i = inactive; nt = no result given.

SMILES	FAS-TE inh	PABP1 MLLE inh	MT1-MMP act inh	Rpn11 inh	Rin1-Abl PPI inh	NadD inh	Neddylation inh	CSN inh	SKN-1 block
COc1ccc(-c2nnc(SCCOc3cccc(C)c3)n2N)cc1	0	-39	-3	i	1	-1	i	-6	0
CCCCOc1ccc(CSC2=NCCN2)cc1[N+](=O)[O-]	-23	-41	1	i	0	-1	i	1	0
COc1ccc(C(O)c2ncc(-c3ccc4ccccc4c3)[nH]2)cc1F (stereo unspecified)	-1	5	-3	i	-5	6	i	3	-1
O=C(c1ccccc1Br)N1CCN(c2ccccn2)CC1	-3	-21	1	i	0	-5	i	-4	12
CCc1ccc(CN2CCN(C(=O)c3ccco3)CC2)cc1	-7	-10	-2	i	2	-4	i	-4	1
CC(=O)ONC(=Nc1ccccc1)c1nonc1N	-10	-5	-2	i	0	1	i	3	-5
CCCOc1ccc(C(=O)Nc2ccc(N3CCOCC3)cc2N2CCOCC2)cc1OCC	-4	2	-3	i	-1	2	i	1	5
Cc1noc(C)c1COc1cccc(C(=O)OCC(=O)N2CC(=O)Nc3ccccc32)c1	-1	0	5	i	2	-2	i	-5	-31
COc1ccc(/C=N/NC(=S)Nc2cc(S(=O)(=O)N3CCOCC3)ccc2N2CCOCC2)cc1O	13	34	-4	i	0	3	i	-3	4
CCN(Cc1cnn(C)c1)Cc1nc(C2(c3ccc(C)cc3)CCCC2)no1	5	1	-2	i	3	-6	i	-5	3
CCOC(=O)C1CCN(C(=O)C2CC(=O)N(c3ccc(C)cc3)C2)CC1 (stereo unspecified)	-9	14	-1	i	2	3	i	-1	0
Cn1nc(C(C)(C)C)c([N+](=O)[O-])c1C(=O)NC(C)(C)C	2	13	nt	i	1	-3	i	1	3
CCOC(=O)[C@]12CCCC=C1N(Cc1ccc3c(c1)OCO3)C(=O)[C@H](CC(=O)NCC1CCCCC1)C2	10	nt	5	nt	nt	5	i	-4	-3
O=C(NCc1cccs1)c1nc2c(nnn2Cc2ccc(F)cc2)c(=O)[nH]1	-4	-5	-11	i	1	7	i	-5	9
O=S(=O)(Nc1ccncc1)c1cc(Cl)c(Cl)cc1Cl	-23	-4	-3	i	-1	-2	i	2	-6
Cc1c(C(N)=O)sc2nc(-c3ccccc3)cn12	-4	8	13	i	2	4	i	-4	19
CCNC(=O)OCC12CC3CC(CC(C3)C1)C2	3	9	6	i	-6	-5	i	0	-5
COc1cc(CN2CCNC(=O)C2CC(=O)NC2CCCCC2)cc(OC)c1 (stereo unspecified)	-3	4	1	i	6	0	i	5	1
C/C(=N\NC(=O)Cn1nc(C)c([N+](=O)[O-])c1C)c1ccc(O)cc1	-14	-4	3	i	0	1	i	-10	11
O=C(CN1C(=O)COc2ccc(S(=O)(=O)N3CCCCCC3)cc21)NCc1ccc(F)cc1	6	5	0	i	-2	-7	i	3	-3
CCc1cc2c(Sc3nc4ccccc4s3)ncnc2s1	20	16	0	i	-8	0	i	4	12
CCOc1ccc(-c2nnn(CC(=O)c3ccc4c(c3)OCCO4)n2)cc1	29	-13	-1	i	-2	-11	i	-6	0
O=C(Nc1c2c(nn1-c1ccc(F)cc1)CS(=O)C2)c1ccc(Br)o1 (stereo unspecified)	-2	9	3	i	1	-1	i	3	2
COc1cccc(-c2nnc(-c3ccc4ccccc4c3)o2)c1	40	0	1	i	-1	-4	i	0	24
O=C(NCC1CCCO1)c1nnc(Cc2ccc(F)cc2)o1 (stereo unspecified)	-4	4	-2	i	-1	-3	i	-1	14
COc1ccc(NC(=S)NC23CN4CN(CN(C4)C2)C3)cc1	-13	-4	2	i	-2	-3	i	-10	3
O=C(c1ccc(Cl)c(Cl)c1)N1CCC(=O)N([C@H](COCc2ccccc2)Cc2ccccc2)CC1	31	nt	-6	nt	nt	-8	i	0	-2
O=C(C[n+]1cc(-c2ccc(F)cc2)n2c1CCC2)N1c2ccccc2Sc2ccccc21	1	-26	-4	i	0	16	i	-8	-5
CCN(CC)S(=O)(=O)c1cccc(-c2nnc(SC(C)C(N)=O)n2CCc2ccccc2)c1 (stereo unspecified)	-1	-70	-5	i	4	2	i	-4	5
O=C1c2ccccc2CCc2ccc(Br)cc21	23	6	-1	i	0	-2	i	1	36*
CCc1c(C)nc2ncnn2c1Nc1ccc(C(C)=O)cc1	-3	-7	0	i	-1	9	i	-2	15
CCC(=O)C1CCCN(C(=O)c2ccc(OC3CCN(C(=O)c4cccnc4)CC3)cc2)C1 (stereo unspecified)	-4	-4	-1	i	-1	-3	i	-4	18
COc1ccc(N2CCN(C(=O)CNC(=O)c3ccc4ccccc4c3)CC2)cc1	-7	-2	0	i	-1	2	i	-8	-7
O=C(COC(=O)COc1ccc(Cl)cc1Br)NCc1cccs1	-3	-8	2	i	2	-7	i	-2	19
CC1CCc2sc(C(=O)NNC(=O)c3ccncc3)cc2C1 (stereo unspecified)	-5	9	-1	i	0	-4	i	0	2
COc1ccc(N2CCN(C(=O)CCNS(=O)(=O)c3ccc4c(c3)CCC(=O)N4)CC2)cc1	-6	0	2	i	2	0	i	0	-12
N#Cc1cccnc1N1CCN(C(C(=O)NC2CCCC2)c2ccco2)CC1 (stereo unspecified)	nt	nt	-3	nt	nt	nt	i	-3	-2
CCN(CC)C(=O)CN1CCN(c2ncccn2)CC1	-3	10	2	i	2	-1	i	1	13
NC(=O)C1CCN(c2oc(-c3ccccc3)nc2S(=O)(=O)c2ccc(Br)cc2)CC1	-6	-7	-3	i	-1	-4	i	5	-11
CC1(C)CN=c2s/c(=C\c3ccc(Cl)cc3)c(=O)n2C1	8	30	9	i	-3	-5	i	-1	17
Cc1nc(N2CCN(C(=O)COc3ccccc3)CC2)c2c(C)c(C)sc2n1	7	-12	-3	i	-4	-1	i	4	-8
CCCOC(=O)c1cc(-c2ccc(C=O)o2)ccc1Cl	6	-10	0	i	0	-3	i	-12	3
O=C(NC(CSCc1ccccc1)C(=O)N/N=C/c1ccc(O)cc1O)c1ccc([N+](=O)[O-])cc1 (stereo unspecified)	50	4	-2	i	1	14	i	-5	-5
Cc1c2n(c3ccccc13)CC/C2=N\O	-4	12	2	i	0	-4	i	8	8
CCCCNC(=O)CSc1nc2ccccc2c(=O)n1Cc1ccc2c(c1)OCO2	-8	-25	2	i	3	11	i	-1	-23
O=C(NCC(c1cccs1)N1CCOCC1)c1cc(S(=O)(=O)N2CCOCC2)c(Cl)cc1Cl (stereo unspecified)	-4	10	-3	i	2	2	i	-1	11
C=C1CCN(C(C)C(=O)OC)S(=O)(=O)c2ccccc21 (stereo unspecified)	-6	3	6	i	1	-5	i	0	16
Cc1c(C(=O)OC2CCCC2)[nH]c2c1C(=O)CC(c1ccco1)C2 (stereo unspecified)	6	-20	-2	i	-3	-3	i	1	-7
O=C(Nc1nnc(-c2ccccc2F)s1)C1CCCO1 (stereo unspecified)	-5	19	-2	i	5	0	i	7	-9
O=c1[nH][nH]c(-c2ccccc2O)c1C(C[N+](=O)[O-])c1ccc(Cl)cc1Cl (stereo unspecified)	-7	14	1	i	-2	3	i	0	-1
COC(=O)C1=C[C@@H](C(=O)OC)[C@@H]2C3=C(C(=O)C2(C)C)[C@H](c2ccccc2)[C@@H]2C(=O)N(C)C(=O)[C@@H]2[C@@H]3C1	-13	14	-4	i	19*	-4	i	0	-12
COC(=O)c1cn(NC(=O)Cc2cccc(OC)c2)c(=O)c2ccccc12	4	4	-2	i	-6	-7	i	-2	1
O=C(Nc1nc(-c2ccccc2)c(-c2ccccc2)o1)c1ccc(F)cc1	12	2	-8	i	-6	16	i	3	-3
COc1ccccc1-c1cnc(C(O)c2ccc(C)c(F)c2)[nH]1 (stereo unspecified)	0	-1	3	i	-2	-5	i	6	22
CCOc1ccc(Nc2nc(Cc3nnc(SCC(=O)NCc4ccco4)n3CC)cs2)cc1	-3	-74	2	i	0	2	i	-4	6
CN1CCN(c2nc(-c3cc4ccccc4o3)cs2)CC1	-7	-5	5	i	0	-7	i	-6	5
COc1cccc(N2C(=O)C3CCCN3C2c2ccc(F)cc2)c1 (stereo unspecified)	-4	-7	-4	i	1	-2	i	6	-13
O=C(Nc1nnc(Cc2ccccc2)s1)c1cccs1	-5	14	-6	i	-7	0	i	2	19
C/C(=N/NC(=O)c1cccs1)c1ccco1	-8	4	3	i	0	-2	i	-8	-1
CCOc1cc(C(=O)Nc2ccc(S(=O)(=O)Nc3nnc(CC)s3)cc2)cc(OCC)c1OCC	-2	21	6	i	2	12	i	-3	6

Ordered by value in NadD inh (rising): some entries from above.
| mol | NadD inh |
| --- | --- |
| COc1ccccc1-c1cnc(C(O)c2ccc(C)c(F)c2)[nH]1 (stereo unspecified) | -5 |
| O=C(Nc1nnc(-c2ccccc2F)s1)C1CCCO1 (stereo unspecified) | 0 |
| O=c1[nH][nH]c(-c2ccccc2O)c1C(C[N+](=O)[O-])c1ccc(Cl)cc1Cl (stereo unspecified) | 3 |

Next structures.
SMILES	FAS-TE inh	PABP1 MLLE inh	MT1-MMP act inh	Rpn11 inh	Rin1-Abl PPI inh	NadD inh	Neddylation inh	CSN inh	SKN-1 block
CC(NC(N)=O)C(=O)OCC(=O)c1ccc(-c2ccccc2)cc1 (stereo unspecified)	-4	-6	-2	i	5	-9	i	-5	11
NC(=O)[C@@H]1CC2(CC(c3cccc(NC(=O)[C@@H]4CCC(=O)N4)c3)=NO2)CN1C(=O)Cc1ccc([N+](=O)[O-])cc1 (stereo partly specified)	-1	-2	-2	i	1	-4	i	2	-7
CCc1c(C)c2ccc(O)c(CN(C)C)c2oc1=O	-3	-5	-1	i	-5	-5	nt	2	1
O=S(=O)(C=C(c1ccccc1)c1ccccc1)c1ccccc1	16	8	-4	i	4	-5	i	0	-17
Cc1cc(CN2CCCC(N3CCc4ccccc4C3)C2)cc(C)c1O (stereo unspecified)	-3	0	3	i	1	-11	i	3	8
CN1CCC(=NNC(=O)C(=O)NCc2ccccc2)CC1	-8	3	2	i	0	2	i	-7	1
COc1ccc(NC(=O)CN2C(=O)NC(C)(c3ccccc3)C2=O)cc1Cl (stereo unspecified)	4	-3	-2	i	1	-11	i	-3	5
Cc1ccc(Cl)cc1NC(=O)N[C@@H](C)C(=O)O	-3	-13	-1	i	4	-5	i	2	11
Cc1ccc(-c2cccc(C3CC=CC4C3C(=O)N(Cc3ccccc3)C4c3cc(C)ccc3F)c2)cc1 (stereo unspecified)	19	13	-5	i	-1	20	i	2	-3
